# High-throughput results (PubChem)
# Large T inhibition: SV40 large T antigen inhibitors, biochemical (AID 1903). 310,000 compounds, 0.39% hits. inhibition, % at 20 µM, or IC50 in µM where a hit was titrated. SV40 large T antigen ATPase/helicase inhibition assay; higher % means a stronger effect; in the data active = a potency from the dose series; inconclusive = inhibition mostly from about 32% at the one dose, without a potency; inactive = the rest, 99 in 100 with inhibition below about 32%; also: strong numbers were not always called active
# NTR1 agonist: agonists of NTR1, primary screen, imaging, U2OS cells, beta-arrestin-GFP, high content (AID 493036). Neurotensin receptor type 1 (Homo sapiens), P30989. NTR1-U2OS beta-arrestin-GFP spot imaging, agonist mode. activation, % at 20 µM. 330,000 compounds, 0.17% hits;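 active = activation at or above 40% of the spot to cytoplasm intensity ratio, with at least 20 cells analyzed; inconclusive = wells under 20 cells, flagged as cytotoxic or low count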;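 also: 0% = DMSO without peptide and 100% = 100 nM NTR1 peptide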
# Target sequence (P30989 whole entry, looked up): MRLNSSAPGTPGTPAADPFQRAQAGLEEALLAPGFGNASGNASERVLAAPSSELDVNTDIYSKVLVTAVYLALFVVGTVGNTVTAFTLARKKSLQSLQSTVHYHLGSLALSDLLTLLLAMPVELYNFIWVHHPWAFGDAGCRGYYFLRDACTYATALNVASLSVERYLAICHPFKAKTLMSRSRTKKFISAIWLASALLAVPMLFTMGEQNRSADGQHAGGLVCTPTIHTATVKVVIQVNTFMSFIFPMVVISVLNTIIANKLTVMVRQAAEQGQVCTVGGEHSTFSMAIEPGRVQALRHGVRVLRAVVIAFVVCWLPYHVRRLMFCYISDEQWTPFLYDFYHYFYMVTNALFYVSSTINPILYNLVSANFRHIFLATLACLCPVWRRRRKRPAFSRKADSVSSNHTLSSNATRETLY
# Rac1 GTP hydrolysis: MgcRacGAP GTPase-activating activity inhibitors, confirmation, biochemical, ADP Hunter fluorescence | Rac GTPase-activating protein 1 (Homo sapiens) | inhibition, % at 30 µM, or IC50 in µM where a hit was titrated | 340,000 compounds, 0.6% hits | MgcRacGAP-stimulated Rac1 GTP hydrolysis, ADP Hunter fluorescence; higher % means a stronger effect; GST-tagged Rac1 F28L mutant substrate;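 active = first-screen hits whose inhibition reached a set limit at any dose in the follow-up dose series; inconclusive = inhibition above the set first-screen limit but never retested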;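 also: fluorescence reports GDP produced by GAP-driven GTP hydrolysis; strong numbers were not always called active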
# GPR35 antagonists: GPR35 antagonists blocking zaprinast-driven arrestin recruitment, primary screen, imaging, U2OS, beta-arrestin-GFP, zaprinast agonist (AID 2058) | G-protein coupled receptor 35 (Homo sapiens) | U2OS GPR35 beta-arrestin-GFP translocation imaging, zaprinast antagonism; higher % means a stronger effect | inhibition, % at 10 µM; hits with a dose series show IC50 in µM | 290,000 compounds, 0.052% hits;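 active = inhibition of at least 50% with at least 30 cells and total cytoplasm GFP at most 10,000,000; inconclusive = under 30 cells or total GFP of 10,000,000 plus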
# AID2073: inhibitors of Mint1-CaV2.2 protein interaction, biochemical, HTRF (AID 2073) | Voltage-dependent N-type calcium channel subunit alpha-1B (Homo sapiens) | HTRF protein-protein interaction, Mint1-CaV2.2; higher % means a stronger effect | inhibition, % at 20 µM; hits with a dose series show IC50 in µM | 290,000 compounds, 0.19% hits; in the data active = inhibition mostly above about 51%, no sharp cut-off; inconclusive = no clear call, values can overlap the other calls; inactive = mostly below about 53%; also: some results filed as inactive read as strong as hits
# GPR55 activation: GPR55 agonists via beta-arrestin recruitment, primary screen, imaging, U2OS cells, beta-arrestin-GFP redistribution (AID 1961); 290,000 compounds, 0.048% hits; activation, % at 10 µM, or EC50 in µM where a hit was titrated; U2OS GPR55 beta-arrestin-GFP redistribution imaging; higher % means a stronger effect; G-protein coupled receptor 55 (Homo sapiens);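 active = activation above 40% with more than 50 cells counted in the well; inconclusive = wells holding fewer than 50 cells, flagged as toxic or sparse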;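 also: U2OS osteosarcoma cells stably expressing GPR55 and beta-arrestin-GFP; plate controls were DMSO negative control for no effect and LPI positive control for full effect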
# Dengue-2 NS5 capping: Dengue-2 NS5 methyltransferase inhibitors, primary screen, biochemical, confirmation dose response (AID 588689) | Genome polyprotein (Dengue virus type 2 (strain 16681-PDK53)) | Dengue-2 NS5 methyltransferase capping enzyme assay, biochemical; higher % means a stronger effect | inhibition, % at 25 µM; hits with a dose series show IC50 in µM | 340,000 compounds, 0.3% hits; in the data active = a potency from the dose series; inconclusive = inhibition above about 29% without an active follow-up result
# Yfh1-depleted yeast: enhancers of respiration in Yfh1-depleted yeast, dose response, Friedreich's ataxia, plus single-dose screen (AID 1465); S. cerevisiae Yfh1-off respiration, WST-1 reduction, 72 h; higher fold induction means a stronger effect; one-dose fold induction at 50 µM; EC50 in µM for titrated hits; 220,000 compounds, 0.074% hits;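 active = fold induction of absorbance versus untreated yeast above a set limit, then at least 30% activation at any dose in follow-up; inconclusive = repeats straddling the limit, or above it without dose testing; inactive = fold induction below the set limit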;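 also: activators that raise dye reduction in frataxin-depleted yeast; strong numbers were not always called active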
# GPR55 antagonists: GPR55 antagonists blocking LPI-driven arrestin recruitment, primary screen, imaging, U2OS, beta-arrestin-GFP, LPI agonist (AID 2013) | G-protein coupled receptor 55 (Homo sapiens) | U2OS GPR55 beta-arrestin-GFP translocation imaging, LPI antagonism; higher % means a stronger effect | one-dose inhibition, % at 10 µM; IC50 in µM for titrated hits | 290,000 compounds, 0.13% hits;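 active = spots per cell inhibited over 60%, with over 100 cells counted and total cytoplasm intensity under 500,000; inconclusive = wells with under 100 cells, flagged as likely toxic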;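 also: U2OS cells stably carrying GPR55 and arrestin-GFP stimulated by 5 µM LPI near EC80; imaged beta-arrestin-GFP aggregate spots per cell after agonist stimulation; plate controls were LPI-stimulated DMSO wells for no effect and DMSO wells without LPI for full effect; some results filed as inactive read as strong as hits; confirmed hits need IC50 under 10 µM and bright autofluorescent wells are also inconclusive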
# NTR1 agonist cell count 20 µM: also measured in NTR1 agonist; calls as there; cell count; measured here: cell count, cytotoxicity flag
# Dengue-2 NS5 capping pilot replicate: second read-out of Dengue-2 NS5 capping, no call of its own (marks repeat the call); inhibition, %; measured here: pilot screen replicate inhibition
# * marks the source's active call; other numbers are inactive results; i = inactive; ? = inconclusive; . = no result given.
SMILES,Large T inhibition,NTR1 agonist,NTR1 agonist cell count 20 µM,Rac1 GTP hydrolysis,GPR35 antagonists,AID2073,GPR55 activation,Dengue-2 NS5 capping,Yfh1-depleted yeast,GPR55 antagonists,others
Cc1ccnc(NC(c2ccccn2)c2c(C)[nH]c3ccccc23)c1 (stereo unspecified),26.8%,4.7,30,5.6%,-7.5%,25.0%,-0.2%,-14.1%,i,1.0%,
COC(=O)c1cc(OC(=O)CCc2ccc(OC)c(OC)c2)cc(C(=O)OC)c1,5.7%,0.0,50,1.6%,-1.5%,-8.6%,-0.2%,-7.1%,.,5.7%,
O=C(NCc1ccccc1)C(c1cccnc1)N(C(=O)c1csnn1)c1ccc(F)cc1 (stereo unspecified),23.3%,1.2,64,5.8%,0.1%,4.8%,0.0%,-3.2%,.,-6.7%,
O=C(Nc1ccc(S(=O)(=O)N2CCCC2)cc1)C1CCN(S(=O)(=O)c2ccc(F)cc2)CC1,11.0%,0.9,51,14.5%,.,.,.,-2.2%,.,.,
Cc1ccc2nc3c(cc2c1)c(NC(=O)C1CCCO1)nn3CC(C)C (stereo unspecified),14.5%,1.5,98,5.0%,7.5%,19.8%,0.0%,8.8%,i,-4.1%,Dengue-2 NS5 capping pilot replicate=1.2
Cc1cc(C)cc(N(CC(=O)NCc2ccco2)C(=O)CCC(=O)Nc2ccccn2)c1,6.3%,.,.,6.2%,-2.7%,0.8%,0.4%,2.7%,i,-3.6%,
Cc1ccc(C(=O)N(C)CC(=O)Nc2cccc(C)c2C)o1,19.7%,-0.2,58,11.1%,-6.0%,8.6%,0.0%,0.0%,.,10.0%,
Cc1ccccc1NS(=O)(=O)c1ccc(NC(=O)CSCc2ccc(Br)cc2)cc1,13.1%,16.0,37,1.6%,-0.8%,-1.9%,0.2%,0.7%,i,0.5%,
CC(Oc1ccc2c(-c3ccccc3)cc(=O)oc2c1)C(=O)NC(Cc1c[nH]c2ccc(O)cc12)C(=O)O (stereo unspecified),?,8.3,81,13.4%,3.0%,5.2%,-0.1%,4.3%,.,-2.0%,
CCN1CCN(C(=O)COCc2cc(-c3ccc4c(c3)OCO4)on2)CC1,2.9%,-1.1,67,5.7%,-10.2%,6.5%,0.6%,-4.4%,.,1.1%,
Cc1ccc(F)c(C2C3C=CCC(c4cccc(-c5ccc(N(C)C)cc5)c4)C3C(=O)N2Cc2ccccc2)c1 (stereo unspecified),6.3%,0.8,67,0.9%,-10.6%,24.6%,0.7%,-4.8%,i,21.2%,
CCC1=NN(C(=O)CCc2ccccc2O)C(O)(C(F)(F)F)C1 (stereo unspecified),3.3%,-0.6,46,5.7%,0.7%,8.0%,0.1%,-5.2%,i,4.6%,
CC(/C=C/c1ccccc1)=N\NC(=O)c1cc(C)nc2ccccc12,4.2%,0.2,52,1.3%,1.2%,-3.6%,-0.1%,-3.9%,i,10.8%,
CSc1cccc(NC(=O)N2CCN(C)CC2)c1,7.0%,1.3,43,1.1%,-1.0%,7.8%,0.4%,4.2%,i,9.6%,
CC(C)(C)c1ccc(C(=O)N2CCN(CCNC(=O)C(=O)Nc3ccc(F)cc3)CC2)cc1,5.7%,1.1,70,2.6%,0.4%,6.1%,-0.1%,3.2%,.,-4.1%,
COc1cc(/C=C/C(=O)N[C@@H](Cc2c[nH]c3ccccc23)C(=O)O)ccc1O,27.2%,-0.4,89,80µM*,2.3%,5.8%,0.0%,-0.7%,.,4.6%,
O=C(O)COCC(=O)NCc1nc(-c2ccc(C(F)(F)F)cc2)no1,11.1%,0.0,45,.,-14.3%,-8.6%,0.0%,.,i,1.7%,
Cn1c(=O)c2c(n(C)c1=O)=NC1(CCCCC1)ON=2,-0.1%,-0.4,65,6.5%,9.8%,8.6%,-0.1%,2.1%,i,12.8%,
CCCCSCCCNC(=S)Nc1ccccc1C,3.4%,1.8,61,-3.0%,-6.8%,13.7%,0.0%,4.4%,i,-4.6%,
Cc1cc(O)c(C(C)C)cc1NC1=NS(=O)(=O)c2ccccc21,-4.7%,0.1,80,3.6%,-4.0%,-3.9%,-0.1%,-4.7%,i,11.9%,Dengue-2 NS5 capping pilot replicate=-5.2
CCCCCC(=O)Nc1cc(S(=O)(=O)N2CCOCC2)ccc1Oc1ccc(OCC)cc1,9.8%,0.1,69,12.0%,.,.,.,-2.9%,.,.,
Cc1nnc(NC(=O)CSc2ncn(-c3ccccc3)n2)s1,3.2%,-0.3,80,7.4%,-0.7%,7.7%,0.2%,0.0%,i,5.3%,
O=C(NCCCc1ccccc1)c1c(O)nc2sccn2c1=O,12.0%,1.1,70,0.3%,.,.,.,2.2%,.,.,
Cc1ccn(CCNC(=O)C2CCC(=O)N(Cc3ccc(Cl)cc3)C2)n1 (stereo unspecified),5.4%,-1.1,45,2.8%,-6.6%,-0.4%,0.0%,-1.3%,.,-7.1%,
COc1cccc(C(=O)OCC(=O)NC(=O)NC2CCCC2)c1O,11.9%,0.5,56,3.2%,-3.4%,-6.8%,-0.4%,-3.2%,i,5.1%,
O=C(NCc1cccs1)C1CC(=O)N(c2ccc(Cl)cc2)C1 (stereo unspecified),8.1%,-0.8,35,9.6%,-4.9%,-8.6%,0.2%,-4.6%,i,9.7%,
COc1ccc(C2=CC3=C(Br)C(=O)C(C)(OC(=O)c4ccc(Cl)nc4)C(=O)C3=CO2)cc1 (stereo unspecified),56.8µM*,0.0,88,.,5.5%,31.9%,-0.1%,.,i,-12.7%,
c1ccc(NC(=NCc2ccco2)c2ccccc2)cc1,20.6%,-0.1,56,1.6%,6.7%,7.3%,0.2%,2.7%,i,8.9%,
CC(Sc1ncn[nH]1)C(=O)Nc1ccc(Cl)cn1 (stereo unspecified),2.4%,0.5,61,-10.4%,.,.,.,-4.3%,.,.,
CCCc1cc2c(cc1NC(=O)c1ccc(Br)cc1)OCO2,17.0%,0.8,48,12.6%,-14.1%,-6.8%,-0.1%,-4.3%,i,18.1%,
COc1ccccc1C(=O)N1CCN(CCc2ccccc2)CC1,3.9%,-0.8,82,5.1%,-3.7%,-0.1%,-0.1%,0.0%,i,3.7%,
Cc1cc(C)c(S(=O)(=O)Nc2ncn[nH]2)c(C)c1,19.5%,0.5,71,6.8%,0.0%,13.5%,0.3%,1.6%,.,-1.4%,
Cc1ccc(-c2ccc(CCC(=O)O)n2NC(=O)c2cccs2)cc1,6.4%,0.8,49,14.7%,-11.5%,27.3%,-0.2%,1.1%,i,16.0%,
Cc1cccc(NC(=O)CCN2C(=O)c3ccccc3C2=O)n1,7.8%,-0.9,44,2.5%,24.2%,-3.7%,0.8%,-4.8%,i,-6.1%,
CCOc1ncccc1C(=O)NCC(c1ccccc1)N(C)C (stereo unspecified),19.7%,0.5,48,6.3%,-10.7%,6.2%,0.0%,0.0%,.,-3.1%,
COc1ccc(CCNC(=O)CC(C)(C)CC2=NS(=O)(=O)c3ccccc3N2)cc1OC,2.2%,0.4,75,10.4%,7.7%,-2.6%,-0.1%,10.8%,.,2.3%,

# Molecules listed so far that contain an aryl thioether with sulfur outside any ring:
SMILES,Large T inhibition,NTR1 agonist,NTR1 agonist cell count 20 µM,Rac1 GTP hydrolysis,GPR35 antagonists,AID2073,GPR55 activation,Dengue-2 NS5 capping,Yfh1-depleted yeast,GPR55 antagonists,others
CSc1cccc(NC(=O)N2CCN(C)CC2)c1,7.0%,1.3,43,1.1%,-1.0%,7.8%,0.4%,4.2%,i,9.6%,
Cc1nnc(NC(=O)CSc2ncn(-c3ccccc3)n2)s1,3.2%,-0.3,80,7.4%,-0.7%,7.7%,0.2%,0.0%,i,5.3%,
CC(Sc1ncn[nH]1)C(=O)Nc1ccc(Cl)cn1 (stereo unspecified),2.4%,0.5,61,-10.4%,.,.,.,-4.3%,.,.,

# Next records
SMILES,Large T inhibition,NTR1 agonist,NTR1 agonist cell count 20 µM,Rac1 GTP hydrolysis,GPR35 antagonists,AID2073,GPR55 activation,Dengue-2 NS5 capping,Yfh1-depleted yeast,GPR55 antagonists,others
NS(=O)(=O)c1ccc(-n2cccc2C=O)cc1,14.8%,0.4,44,7.6%,2.6%,-5.2%,-0.5%,-3.1%,i,-0.5%,
CC(C)N(Cc1ccccc1)C(=S)Nc1ccc(F)cc1,2.5%,-0.4,52,6.0%,-6.0%,-5.1%,-0.3%,-6.6%,i,14.5%,
CNC(=S)N(CCc1c(C)[nH]c2ccc(C)cc12)Cc1cccs1,6.4%,3.7,55,10.9%,-18.1%,-10.7%,0.0%,-14.7%,i,-0.9%,
CC(C)Cn1c(=O)c2c(c3ccccc31)OC(C)C(=O)N2 (stereo unspecified),19.8%,.,.,11.9%,-7.0%,11.1%,0.1%,3.5%,i,0.0%,
N#CCCn1cc(CNC2CCC(O)CC2)c2ccccc21 (stereo unspecified),2.0%,-1.4,41,4.0%,-8.2%,-1.6%,-0.3%,1.7%,.,-2.6%,
CCOC(=O)/C(=C/C1=CC(=C/N(C)C)/C(=O)O1)C(C)=O,8.2%,2.0,43,-1.4%,-7.6%,16.6%,0.7%,-100.9%,>100µM*,-1.1%,
CCC1CN(C(=O)N2CCC(C(=O)NCc3ccco3)CC2)c2ccccc2O1 (stereo unspecified),12.7%,0.1,63,5.7%,-13.7%,14.3%,-0.2%,-7.2%,.,6.8%,
Cc1cccc(-c2ncc(CN3CCN(C4CCCC4)C(CCO)C3)cn2)c1 (stereo unspecified),14.8%,-0.6,41,-5.0%,-6.8%,-8.0%,-0.1%,1.5%,i,7.3%,
CCOc1ccc(C(=O)NCc2ccco2)cc1OCC,6.0%,-1.5,76,0.3%,8.1%,0.9%,-0.1%,-7.7%,.,3.7%,
